# TSHR antagonist: human thyrotropin receptor antagonism | 0.2% of 330,000 active | AID 504810 | P16473 | TSHR-expressing cells, TSH-stimulated cAMP HTRF, 2 h; active compounds read low | activity change, negative = inhibition, % at 11.5 µM;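 active = activity change below a set negative limit, meaning inhibition stronger than a set level, cut at about -70% in these data; inconclusive = activity change between two set negative limits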; also: % is scaled to controls: 0 for no effect and ±100 for the full control effect
#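 Competitive HTRF cAMP read-out (cryptate anti-cAMP antibody, cAMP-d2; 30 min, room temperature) in freshly harvested TSHR cells. Compounds added before TSH at EC80 (4nM final), followed by 2 hours' incubation at 37 deg C.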
# USP2a block: inhibitors of human ubiquitin-specific protease USP2a; O75604; USP2 core, Ub-CHOP2 coupled fluorogenic reporter, 485/531; Potency, µM (highest dose often 38.3 µM), inactives show at the top dose activity change, negative = inhibition, most hits filed as inhibitors; 0.01% of 330,000 active;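 also: potency is read from the fitted curve at half-maximal effect; plate controls were DMSO wells for no effect and full inhibition by NEM control for full effect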
#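 Deubiquitinase activity read as fluorescence (485/531 nm) after Ub-CHOP2 cleavage activates the enterokinase reporter on its substrate; USP2 core 10nM, Ub-CHOP2 and substrate 25nM each, 30min compound preincubation then 60min RT; data normalized to NEM, curves fitted.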
# BCR signal inh: blocks chronic active B-cell receptor signaling; ABC-DLBCL IkBa-CBG/CBR reporter, luminescence ratio, 4 h; Potency, µM (highest dose often 46.1 µM), inactives show top-dose ratio change, negative = lower green/red ratio, actives largely listed as inhibitors; 0.05% of 340,000 active; active = well fitted inhibition curve with a large enough effect in the signal ratio, with a control signal flat, not every such curve was filed as active; inconclusive = small, poorly fitted or top-dose-only effect, or effect the other way, or a change in a side signal; the % refers to the signal ratio;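 also: potency is read from the fitted curve at half-maximal effect; plate controls were basal doxycycline-induced cells for no effect and cells given 10 µM MG132 for full effect; MG132 reads +100%, hits lower the ratio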
#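 Doxycycline induced both beetle luciferases in TMD8 lymphoma cells; IKK-driven degradation limits the IkappaBalpha-fused green signal, while red luminescence normalises for cell number and nonspecific effects. Compounds tested up to 46 uM, 4 hrs.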
# Tb PFK inh: blocks T. brucei phosphofructokinase; Potency, µM (highest dose often 57.5 µM), for the others: top-dose activity, negative = inhibition, actives largely listed as inhibitors; 0.17% of 330,000 active; T. brucei PFK, ADP-Glo luminescence;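 also: potency is read from the fitted curve at half-maximal effect; 0% = uninhibited 1x PFK enzyme wells and -100% = no-enzyme wells; nearly all actives have a fitted effect of over 60% in size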
# Target sequence (O15648 whole entry, looked up): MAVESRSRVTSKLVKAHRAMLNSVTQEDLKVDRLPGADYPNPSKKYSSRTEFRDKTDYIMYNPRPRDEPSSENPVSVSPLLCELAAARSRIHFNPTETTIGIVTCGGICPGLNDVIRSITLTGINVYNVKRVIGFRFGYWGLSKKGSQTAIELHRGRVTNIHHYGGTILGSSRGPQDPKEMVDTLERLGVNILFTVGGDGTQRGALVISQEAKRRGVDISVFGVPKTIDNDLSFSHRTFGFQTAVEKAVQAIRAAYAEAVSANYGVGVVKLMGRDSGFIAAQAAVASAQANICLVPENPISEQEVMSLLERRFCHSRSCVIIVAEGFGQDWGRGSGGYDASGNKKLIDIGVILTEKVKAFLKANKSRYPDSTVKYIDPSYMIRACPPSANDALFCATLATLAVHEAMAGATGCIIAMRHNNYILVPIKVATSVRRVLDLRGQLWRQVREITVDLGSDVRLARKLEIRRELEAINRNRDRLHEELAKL
#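 Activity is normalized to no-enzyme wells (full inhibition) and 1.25 nM enzyme wells (no inhibition). Reaction: 0.5 mM F6P, 0.1 mM ATP, 45 min RT, ADP-Glo luminescence; concentration-response curves fitted and classed by quality.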
# uPA generation: inhibitors of cell surface uPA generation; cell surface uPA generation assay, qHTS; Potency, µM (top dose mostly 38.3 µM), for the others: at the top dose activity change, negative = inhibition, actives largely listed as inhibitors; 0.31% of 330,000 active; active = well fitted inhibition curve with a large enough effect; inconclusive = small, poorly fitted or top-dose-only effect; inactive = no such curve, though single readings can be large or run the other way; tested in mouse RAW 264.7 cells; also: potency is read from the fitted curve at half-maximal effect; % is scaled to controls: 0 for no effect and ±100 for the full control effect; nearly all actives have a fitted effect of over 55% in size
# Mito fusion yeast: mitochondrial division inhibition or fusion activation; Potency, µM (top dose mostly 46.1 µM), inactives show at the highest dose growth rescue (activation), hits mostly activators; 0.23% of 320,000 active; S. cerevisiae fusion-defective mutant growth rescue, CellTiterGlo 48 h; AID 485298;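 also: potency is read from the fitted curve at half-maximal effect; % of control where 0% means no effect; nearly all actives have a fitted effect of over 45% in size; temperature-sensitive fusion mutants such as fzo1-1 at 37 °C on non-fermentable ethanol glycerol medium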
#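 S. cerevisiae fusion-defective temperature-sensitive mutants (e.g. fzo1-1, mgm1-5) grown 48 h at 37C in YPEG (ethanol/glycerol non-fermentable) medium with 23 nl compound per well; growth rescue read as CellTiterGlo luminescence.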
# Eya2 phos inh: blocks the phosphatase activity of human Eya2 | AID 488837 | Potency, µM (series often up to 76.9 µM), inactives show at the top dose activity, negative = inhibition, actives largely listed as inhibitors | O00167 | 0.006% of 330,000 active | recombinant Eya2, OMFP fluorescence dephosphorylation (OMFP is methylfluorescein phosphate); also: potency is read from the fitted curve at half-maximal effect; % is scaled to controls: 0 for no effect and ±100 for the full control effect
#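 Eya2 (0.2 uM) preincubated 10 min at ambient with compound, then OMFP substrate added at 50 uM; 10 min reaction in 50 mM HEPES pH 7.5, 50 mM NaCl, 5 uM MgCl2, 0.05% BSA, 1 mM DTT. Fluorescence read at Ex 485/Em 525 nm.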
# TCR activator: activators of T cell receptors. AID 504894. primary human leukocytes, anti-CD3, IL-2 HTRF, 48 h. 330,000 tested, under 10 active. Potency, µM (top dose mostly 9.22 µM), for inactives: at the highest dose activation of IL-2 secretion, most hits filed as activators; also: % of control where 0% means no effect
#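 Primary human leukocytes incubated 48 hr with anti-CD3 beads plus compound, without co-stimulation. Secreted IL-2 measured by HTRF (europium cryptate/d2 anti-IL-2 pair, 320 nm excitation, 665 nm emission).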
# TSG101-PTAP inh: blocks PTAP/TSG101 interaction to inhibit HIV-1 budding; Q99816; Fluorescence polarization, FITC-PTAP peptide / Tsg101 binding; Potency, µM (top dose mostly 115 µM), for inactives: at the highest dose activity change, negative = inhibition, most hits filed as inhibitors; 340,000 tested, under 10 active; AID 493005; active = well fitted inhibition curve with a large enough effect in the main read-out, with a control signal flat, not every such curve was filed as active; inconclusive = small, poorly fitted or top-dose-only effect, or effect the other way, or a change in a side signal; inactive = no such curve, though single readings can be large or run the other way; also: potency is read from the fitted curve at half-maximal effect; % of control where 0% means no effect
#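 Tsg101 binding domain (10 uM final) was mixed with compound and a FITC-labeled PTAP peptide (50 nM final) in HEPES pH 7.5 buffer with NaCl, Tween 20, EDTA and TCEP; fluorescence polarization was read after 20 min at r.t.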
# B2AR arrestin: agonists driving beta-arrestin recruitment to human beta2-adrenergic receptor. P07550. Potency, µM (highest dose often 46.1 µM), without a hit: at the top dose activation, actives largely listed as activators. 0.02% of 330,000 active. beta-arrestin recruitment to beta2AR, cell-based reporter;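 also: potency is read from the fitted curve at half-maximal effect; 0% = DMSO controls and full agonism = EC100 isoproterenol or metaproterenol; nearly all actives have a fitted effect of over 65% in size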
# Target sequence (P07550 whole entry, looked up): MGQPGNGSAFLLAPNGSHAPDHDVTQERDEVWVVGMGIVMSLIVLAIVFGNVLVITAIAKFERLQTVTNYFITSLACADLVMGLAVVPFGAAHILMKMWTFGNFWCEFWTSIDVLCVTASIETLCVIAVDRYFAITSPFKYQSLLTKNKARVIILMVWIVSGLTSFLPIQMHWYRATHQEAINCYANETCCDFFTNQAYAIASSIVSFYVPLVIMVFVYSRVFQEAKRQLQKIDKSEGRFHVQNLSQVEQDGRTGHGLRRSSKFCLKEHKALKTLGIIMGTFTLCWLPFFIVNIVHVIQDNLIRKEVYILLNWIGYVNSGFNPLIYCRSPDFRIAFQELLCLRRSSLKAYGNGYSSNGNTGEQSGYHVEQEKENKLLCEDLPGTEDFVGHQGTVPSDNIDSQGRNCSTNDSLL
# ELG1 DNA repair: ELG1-dependent DNA repair inhibition; HEK293T ELG1-luciferase reporter, luminescence, 16 h; DNA damage induced by 5-fluorouridine; Potency, µM (doses to about 46.1 µM), for the others: at the top dose activity change, negative = inhibition, hits mostly inhibitors; 2.3% of 330,000 active; AID 504467; also: potency is read from the fitted curve at half-maximal effect; % is scaled to controls: 0 for no effect and ±100 for the full control effect; nearly all actives have a fitted effect of over 55% in size
#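 Overnight (16 hr) co-exposure of 2,000 cells/well to 5-fluorouridine and compound at 37 °C preceded detection. Luciferase was quantified via ONE-Glo luminescence; loss of signal denotes inhibition.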
# An asterisk follows results filed as active; ? = inconclusive; . = not tested or not shown; [ ] = dose if it differs, or a comment. Unless noted, calls follow the shape of the dose curve; as a rule, active = well fitted curve in the direction sought with a large enough effect; inconclusive = small, poorly fitted or top-dose-only effect, or another doubt; inactive = no such curve, though single readings can be large; an effect the other way counts as inactive or inconclusive.
no.	canonical_smiles	TCR activator	Eya2 phos inh	TSHR antagonist	ELG1 DNA repair	Mito fusion yeast	B2AR arrestin	USP2a block	uPA generation	BCR signal inh	Tb PFK inh	TSG101-PTAP inh
1	O=C(NC1CCCC1)C(c1cccs1)N(Cc1ccco1)C(=O)Cn1nnc(-c2cccs2)n1 (configuration not stated)	2%	1%	-8	-9%	12%	0.0%	-2%	-8%	?	-3%	-1%
2	NCCNC(=O)c1ncsc1-c1cccc(F)c1	-4%	7%	5	.	-14%	.	.	-6%	.	.	-1%
3	CN(C)S(=O)(=O)c1ccc(Cl)c(C(=O)NNC(=O)c2ccc3c(c2)OCO3)c1	.	0%	-1	-2%	-1%	0.3%	1%	?	?	-7%	-1%
4	COc1cc2c(cc1OC)C(c1ccc(Cl)cc1)=NCC2	-4%	1%	-5	-19%	3%	-0.3%	6%	-5%	-13%	0%	-7%
5	CC1=C(C(=O)Nc2ccccc2)C(c2ccc(C)o2)N2C(=O)CSC2=N1 (configuration not stated)	-3%	4%	-4	-9%	-2%	-0.4%	4%	-2%	1%	-4%	1%
6	O=C(COC(=O)C1CCC(=O)N1)Nc1ccc(Oc2ccccc2)cc1 (configuration not stated)	-1%	-24%	7	14%	0%	0.0%	0%	2%	-2%	0%	-1%
7	O=C(Nc1cccc(F)c1)c1ccc(-c2ccccc2Cl)o1	3%	-2%	-6	?	?	-2.3%	-12%	-7%	?	3%	-3%
8	O=C(NCc1ccco1)/C(=C/C=C/c1ccccc1)NC(=O)c1ccco1	8%	4%	-15	-9%	-6%	0.0%	3%	-3%	0%	2%	0%
9	O=C(NNC(=O)c1ccccc1-n1cccc1)c1ccc(Cl)c(Cl)c1	7%	-2%	-13	-6%	0%	-0.1%	3%	-3%	-8%	-1%	-1%
10	Cc1ccc(-n2cccc2/C=C2\C(=N)N3N=C(c4ccco4)SC3=NC2=O)cc1	1%	12%	-11	3%	-3%	-0.1%	-1%	10%	?	-10%	-8%
11	COc1ccccc1NS(=O)(=O)c1ccc(NC(=O)c2nc3nc(C)cc(C(F)F)n3n2)cc1	-4%	-5%	-7	0%	-2%	-0.7%	-1%	.	5%	2%	-5%
12	COc1cc(/C=C/c2nc3ccccc3c(=O)[nH]2)cc(Br)c1O	-20%	14%	-9	22%	-3%	-0.7%	3%	0%	3%	1%	7%
13	COc1ccc(CCNC(=O)c2c(C)nn(CC(C)C)c2Cl)cc1OC	3%	2%	-2	?	0%	0.0%	-3%	-19%	0%	-5%	1%
14	CC1(C(=O)NCc2ccc(F)cc2)Oc2ccccc2NC1=O (configuration not stated)	-3%	9%	13	?	?	-0.6%	1%	4%	?	2%	-1%
15	O=C1c2cccnc2C(Nc2ccccc2Br)N1Cc1ccco1 (configuration not stated)	-1%	5%	-9	-5%	4%	0.1%	0%	0%	6%	2%	0%
16	O=C(NCc1ccccn1)c1ccc(OC2CCN(Cc3cccs3)CC2)cc1	1%	7%	-4	7%	-6%	-0.6%	1%	0%	0%	-3%	-1%
17	O=C(Nc1cccc(S(=O)(=O)NCc2ccco2)c1)c1cccc(Cl)c1	-4%	4%	.	0%	.	-0.2%	4%	-4%	5%	5%	-3%
18	O=S1(=O)CCOC(CO)CN1Cc1ccc(Cl)c(Cl)c1 (configuration not stated)	-6%[46.1 µM]	6%	18	5%	.	-0.5%	1%	?	-2%	?	-2%
19	COc1ccc(C2CC(=O)Nc3sc(=N)c4c(N)c(C#N)c(N)nc4c32)cc1OC (configuration not stated)	-3%	-14%	12	?	5%	-0.4%	3%	-3%	?	1%	-4%
20	COc1ccc2nc(Cl)cc(Cl)c2c1	-3%	2%	-4	-2%	1%	0.0%	1%	7%	5%	-7%	1%
21	Cc1ccc(NS(=O)(=O)c2cccc3nsnc23)cc1C	2%	-5%	-7	0%	26%	-0.4%	-2%	-5%	0%	-2%	2%
22	O=C(Cc1ccsc1)Nc1cc(F)ccc1F	-6%	11%	2	11%	5%	-0.3%	3%	0%	-30%	-1%	-3%
23	COc1ccc(/C=C/C(=O)NCC(=O)N/N=C/c2ccc(OC)cc2)cc1	6%	-8%	-8	16%	-5%	0.2%	4%	4%	-1%	-5%	0%
24	COc1ccccc1CN1C(=O)C(=O)N(Cc2cccc(C)c2)C1=O	4%	5%	6	0%	-1%	4.6%	-8%	-1%	-1%	0%	2%
25	CN1C(=O)CC(N2CCC(c3nc4ccccc4[nH]3)CC2)C1=O (configuration not stated)	-5%	-7%	-2	14%	-5%	0.1%	0%	21%	5%	0%	-17%
26	CC1CCCCC1NC(=O)CSCC(=O)O (configuration not stated)	-2%	-4%	-11	23%	-7%	-0.8%	?	3%	0%	-5%	-3%
27	Cc1ccc(C)c(NC(=O)CN(C)C(=O)c2nn(C)c(=O)c3ccccc23)c1	2%	-3%	3	-5%	4%	-0.2%	3%	2%	-28%	-5%	0%
28	Cc1ncc(CO)c(/C=N/NC(=O)c2cc3c(s2)CCCC3)c1O	-6%	14%	-9	3.3µM*	1%	-0.2%	5%	6.3µM*	0%	8%	-4%
29	O=C1c2ccccc2C(O)(c2ccccc2)N1C1CC1 (configuration not stated)	0%	2%	7	0%	8%	-0.6%	3%	0%	4%	8%	1%
30	CC(C)Cn1c(NCCN(C)C)nc2c1c(=O)[nH]c(=O)n2C	2%	16%	14	29%	3%	0.4%	-1%	-3%	-1%	2%	-6%
31	Cc1cccc(C)c1N(CC(=O)N1CCN(C)CC1)S(C)(=O)=O	-5%	3%	12	-1%	-2%	0.1%	2%	2%	-2%	-3%	-5%
32	COc1ccccc1CNCc1cccc(Oc2ccccc2)c1	-1%	-3%	-6	-2%	-8%	-0.3%	1%	-9%	-3%	0%	-3%
33	O=C(NCCN1CCOCC1)Nc1cccc(Cl)c1	1%	3%	6	24%	-15%	-0.9%	-10%	-12%	6%	-3%	0%
34	CC(=O)Nc1ccc(NC(=O)C(C)OC(=O)C2CCCCC2)cc1 (configuration not stated)	0%	-6%	-11	4%	4%	-0.9%	5%	2%	0%	0%	0%
35	Cn1c(CNC(=O)c2ccc(F)cc2)cc2ccccc21	10%	3%	9	-7%	4%	-0.1%	4%	-13%	-9%	-8%	-8%
36	CCOc1ccccc1/C=N/NC(=O)CNC(=O)c1cccs1	-1%	12%	5	13%	-11%	-0.1%	3%	4%	?	-1%	-5%
37	CCCCOc1ccc(CN(CCO)CCO)cc1[N+](=O)[O-]	-7%[46.1 µM]	10%	4	?	-1%	-0.2%	0%	8%	-7%	0%	-1%
38	COc1c(C)cccc1C(=O)Nc1ccc(N2CCOCC2)c(Cl)c1	2%	-20%	.	?	6%	-0.6%	-7%	-4%	10%	-4%	-3%
39	O=C1CCC(C(=O)N2CCC(O)CC2)CN1CCc1ccc(Cl)cc1 (configuration not stated)	5%	0%	-20	-2%	-1%	-0.1%	0%	0%	1%	0%	-3%
40	O=C(OCCN=C1NS(=O)(=O)c2ccccc21)c1ccco1	-18%	8%	3	5%	2%	0.1%	-1%	0%	-10%	0%	-7%
41	CCOCCCn1c(SCC(=O)Nc2ccccc2OC)nc2ccccc2c1=O	0%	-12%	7	?	-3%	0.6%	1%	0%	-3%	1%	-5%
42	Cc1ccc(N(CC(=O)NCc2ccccn2)S(=O)(=O)c2ccccc2)cc1C	-1%	-17%	16	9%	20%	0.1%	-4%	3%	?	-1%	0%
43	O=C(/C=C/c1cn(CC(O)CN2CCCCC2)c2ccccc12)c1ccccc1 (configuration not stated)	-29%	3%	0	-14%	-3%	-0.6%	-1%	-5%	?	1%	-4%
44	Nc1nc(N)nc(-c2cccc(Cl)c2)n1	13%	-4%	-6	?	-12%	0.0%	-2%	-7%	7%	0%	.
45	COc1cc(Cl)ccc1OCc1cc(C(=O)N2CCCC(OC)C2)no1 (configuration not stated)	4%	-7%	10	?	2%	0.0%	2%	-2%	9%	-1%	0%

# Compounds were not picked by outcome (roughly 3% active in at least one column).
